Screens: PubChem BioAssay, several laboratories
Arr AP2 block – inhibitors of human beta-arrestin and AP2 interaction; 0.31% of 340,000 active; AID 504490; inhibition, % at 10 µM; FITC-arrestin peptide / GST-AP2 beads, flow cytometry; AP2 beta2 appendage carries R879A mutation;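 active = inhibition above a set limit, near 3 SD of compounds lacking own fluorescence, cut at about 54% in these data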;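 also: plate controls were DMSO wells for no effect and 5 µM unlabelled arrestin peptide for full effect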
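Material – GST-tagged AP2 beta2-adaptin appendage (R879A) on 4 µm glutathione beads · Probe or stimulus – fluorescein-tagged arrestin peptide at 50 nM final · Timing – 12 min plus 1 h, RT · Detection – bead flow cytometry, FITC channel · Read-out basis – inhibition as reduced fluorescein signal on beads, percent · Medium – PBS plus Tween 20 (0.05%) and BSA (0.1%)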
DAGLB inh – blocks human DAGLB lipase activity; Q8NCG7; HEK293T DAGLB membrane lysate, EnzChek fluorogenic substrate; inhibition, % at 5.17 µM; 0.059% of 340,000 active; AID 504411; in the data active = inhibition above about 34%;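 also: 0% = enzyme with vehicle and 100% = wells lacking enzyme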
Target sequence (Q8NCG7 whole entry, looked up): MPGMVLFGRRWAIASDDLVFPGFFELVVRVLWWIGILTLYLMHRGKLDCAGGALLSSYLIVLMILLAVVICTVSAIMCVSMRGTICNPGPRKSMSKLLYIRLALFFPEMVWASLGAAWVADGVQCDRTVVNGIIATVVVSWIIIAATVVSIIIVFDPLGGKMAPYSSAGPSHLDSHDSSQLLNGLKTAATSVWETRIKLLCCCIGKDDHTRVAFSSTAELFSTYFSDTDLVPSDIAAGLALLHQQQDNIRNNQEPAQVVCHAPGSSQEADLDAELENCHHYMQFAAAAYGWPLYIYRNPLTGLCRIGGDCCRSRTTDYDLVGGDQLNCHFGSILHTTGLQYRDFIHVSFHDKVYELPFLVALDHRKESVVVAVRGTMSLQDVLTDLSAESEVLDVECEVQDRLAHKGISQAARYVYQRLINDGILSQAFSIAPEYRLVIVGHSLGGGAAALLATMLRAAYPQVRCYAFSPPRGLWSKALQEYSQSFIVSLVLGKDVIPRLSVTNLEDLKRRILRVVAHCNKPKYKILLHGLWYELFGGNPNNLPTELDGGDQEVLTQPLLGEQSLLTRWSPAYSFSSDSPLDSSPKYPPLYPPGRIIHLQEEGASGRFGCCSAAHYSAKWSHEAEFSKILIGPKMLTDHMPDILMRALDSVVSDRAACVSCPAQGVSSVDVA
MOR-DOR inv ag – inverse agonists of human mu-delta opioid receptor heterodimerization; inhibition, % at 9.3 µM; cell-based MOR-DOR heterodimer luminescence, inverse agonism; 0.21% of 340,000 active; AID 504357; in the data active = inhibition above about 22%, passing the limit was not always enough;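 also: 0% = cells with DMSO and 100% = wells without cells with DMSO; values of inactives mirror those of a sister screen read the other way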
HTR5A inv ctr – counter-screen for OPRM1-OPRD1 inverse agonists: human HTR5A inverse agonism. AID 504634. inhibition, % at 9.3 µM. 0.083% of 340,000 active. P47898. HTR5A cell line, luminescence; in the data active = inhibition mostly above about 23%, no sharp cut-off; inactive = mostly below about 18%;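 also: 0% = cells with DMSO and 100% = no-cell wells with DMSO; some compounds called inactive have numbers as strong as hits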
Target sequence (P47898 whole entry, looked up): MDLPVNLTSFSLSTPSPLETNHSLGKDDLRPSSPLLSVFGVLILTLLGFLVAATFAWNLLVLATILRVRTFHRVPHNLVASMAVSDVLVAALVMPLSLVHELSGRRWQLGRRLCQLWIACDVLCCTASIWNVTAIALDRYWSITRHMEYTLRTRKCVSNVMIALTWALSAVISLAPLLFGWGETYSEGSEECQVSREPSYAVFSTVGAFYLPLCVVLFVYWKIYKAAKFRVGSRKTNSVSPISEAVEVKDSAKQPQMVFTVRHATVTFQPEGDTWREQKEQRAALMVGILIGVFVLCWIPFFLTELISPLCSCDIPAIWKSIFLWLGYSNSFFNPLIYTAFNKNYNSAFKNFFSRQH
HTR5A ag – HTR5A agonism, opioid heterodimer counter-screen. HTR5A agonist assay, luminescence, cell-based. activation, % at 9.3 µM. 0.61% of 340,000 active. AID 504692; in the data active = activation mostly above about 9.5%, no sharp cut-off; inactive = mostly below about 7.6%;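 also: 0% = cells with vehicle only and 100% = reference agonist; strong numbers were not always called active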
PKA-R1A activ – activators of PKA-R1A complex; P00514+P68181; PKA-R1A dissociation, Cy5-IP20 fluorescence polarization; scaled: DMSO 0%, 113 µM cGMP 100%; activation, % at 11.4 µM; 0.083% of 340,000 active;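 active = percent activation above the mean of all tested compounds plus 3 SD, cut at about 19% in these data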;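 also: higher means more PKAc released from R1A so a rise in polarization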
V-ATPase pHluor – regulators of yeast V-ATPase proton transport; response, % at 10 µM; S. cerevisiae, pHLuorin cytosolic pH fluorescence; 0.37% of 350,000 active; in the data active = response mostly above about 7.3%, no sharp cut-off; inactive = mostly below about 5.4%; also: actives read high; inactives centre near 0; some compounds called inactive have numbers as strong as hits; reference of the scale not given here
Pemphigus Ab inh – inhibitors of pemphigus antibody binding to human desmoglein-3 | DSG3-coupled beads, scFv-anti-DSG3-GFP binding, flow cytometry; stronger effect = lower value | binding (percent of control), % at 10 µM | 0.48% of 310,000 active;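 active = binding more than 3 SD below its plate's average and above zero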;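 also: hits lower antibody fragment binding to DSG3; some compounds called inactive have numbers as strong as hits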
MOR-DOR ag – agonists of human mu-delta opioid receptor heterodimerization; P35372+P41143; cells, OPRM1-OPRD1 heterodimerization, luminescence; activation, % at 9.3 µM; 0.3% of 340,000 active; AID 504326; in the data active = activation above about 18%;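 also: 0% = vehicle-treated cells and 100% = reference agonist; values of inactives mirror those of a sister screen read the other way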
PKA-R2B act – activates the human PKA-R2B holoenzyme complex; PKA-R2B holoenzyme dissociation, Cy5-IP20 fluorescence polarization; R2B truncated from residue 108, S112A mutant; 0% DMSO only, 100% 113 µM cGMP; activation, % at 11.4 µM; AID 504700; 0.079% of 340,000 active; P22694+P31323;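 active = activation above a cutoff set at the mean over all compounds plus 3 SD, cut at about 18% in these data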;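 also: higher means more holoenzyme dissociation and a rise in polarization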
* hit, by the source's call. Hits appear at their usual frequency, and some 2.4% of all compounds hit somewhere here.

`O=C(COC(=O)c1ccccc1[N+](=O)[O-])Nc1cc(S(=O)(=O)N2CCOCC2)ccc1N1CCCC1` gave Arr AP2 block -4, DAGLB inh -6, MOR-DOR inv ag 4, HTR5A inv ctr 14, HTR5A ag -1, PKA-R1A activ -3, V-ATPase pHluor -1, Pemphigus Ab inh 100, MOR-DOR ag -0.8 and PKA-R2B act -3.
For COc1ccccc1C(=O)Nn1c(C)nc2ccccc2c1=O the results were Arr AP2 block -3, DAGLB inh 0, MOR-DOR inv ag 5, HTR5A inv ctr 11, HTR5A ag -3, PKA-R1A activ 3, V-ATPase pHluor 1, Pemphigus Ab inh 90, MOR-DOR ag -1.1 and PKA-R2B act 2.
CCOC(=O)c1ccc(NC(=O)CN2C(=O)CSC(C)C2=O)cc1 (configuration not stated) was read as Arr AP2 block 3, DAGLB inh -7, MOR-DOR inv ag 12, HTR5A inv ctr -9, HTR5A ag 4, PKA-R1A activ -1, V-ATPase pHluor 0, Pemphigus Ab inh 93, MOR-DOR ag -2.4 and PKA-R2B act -3.
COc1ccc(C2(O)C(=O)Nc3ccccc32)cc1 (configuration not stated) was read as Arr AP2 block 2, DAGLB inh -1, MOR-DOR inv ag 11, HTR5A inv ctr 2, HTR5A ag -1, PKA-R1A activ 6, V-ATPase pHluor -1, Pemphigus Ab inh 97, MOR-DOR ag -2.3 and PKA-R2B act 1.
`COC(=O)CN(c1ccc(C)cc1)S(=O)(=O)c1c(C)[nH]c(=O)[nH]c1=O` gave Arr AP2 block -1, DAGLB inh 2, MOR-DOR inv ag 27, HTR5A inv ctr 10, HTR5A ag 1, PKA-R1A activ -4, V-ATPase pHluor -2, Pemphigus Ab inh 125, MOR-DOR ag -5.8 and PKA-R2B act -5.
Screening CC(C)C[C@H](NC(=O)Nc1ccc2c(c1)OCCO2)C(=O)O returned Arr AP2 block -21, DAGLB inh -2, MOR-DOR inv ag 19, HTR5A inv ctr -2, HTR5A ag 0, PKA-R1A activ 9, V-ATPase pHluor -3, Pemphigus Ab inh 100, MOR-DOR ag -3.6 and PKA-R2B act -3.
`CC(C)(C)NC(=O)CN(Cc1ccc(F)cc1)C(=O)Cn1nnc(-c2ccc(F)cc2)n1` gave Arr AP2 block 32, DAGLB inh 4, MOR-DOR inv ag -14, HTR5A inv ctr -3, HTR5A ag 1, PKA-R1A activ 4, V-ATPase pHluor 4, Pemphigus Ab inh 90, MOR-DOR ag 2.1 and PKA-R2B act 3.
`CSc1n[nH]c(/N=C/c2oc(O)c3ccccc23)n1` gave Arr AP2 block 6, DAGLB inh -1, MOR-DOR inv ag 4, HTR5A inv ctr 5, HTR5A ag -2, PKA-R1A activ 7, V-ATPase pHluor 1, Pemphigus Ab inh 108, MOR-DOR ag -0.6 and PKA-R2B act -8.
COC(=O)c1ccccc1C(=O)N1CCCC(CNC(=O)c2ccc(F)cc2)C1 (configuration not stated) was read as Arr AP2 block 1, DAGLB inh 2, MOR-DOR inv ag 1, HTR5A inv ctr -3, HTR5A ag -4, PKA-R1A activ -4, V-ATPase pHluor -1, MOR-DOR ag -0.1 and PKA-R2B act -3.
Screening F[B-](F)(F)COCc1ccccc1Br returned Arr AP2 block 6, DAGLB inh -4, MOR-DOR inv ag 16, HTR5A inv ctr 8, HTR5A ag -2, PKA-R1A activ 6, V-ATPase pHluor -2, Pemphigus Ab inh 100, MOR-DOR ag -3.4 and PKA-R2B act 9.
`Cc1ccc(Cn2c(=O)c3c(ncn3C)n(C)c2=O)cc1` gave Arr AP2 block 10, DAGLB inh -2, MOR-DOR inv ag 5, HTR5A inv ctr 5, HTR5A ag -3, PKA-R1A activ -5, V-ATPase pHluor -4, Pemphigus Ab inh 93, MOR-DOR ag -0.9 and PKA-R2B act 9.
For Nc1ccc(C(=O)OCC(=O)Nc2ccc([N+](=O)[O-])cc2C(F)(F)F)cc1 the results were Arr AP2 block -2, DAGLB inh 1, MOR-DOR inv ag -12, HTR5A inv ctr 10, HTR5A ag 5, PKA-R1A activ -1, V-ATPase pHluor 0, Pemphigus Ab inh 109, MOR-DOR ag 2.4 and PKA-R2B act 0.
For CCOC(=O)C(NCCCCl)c1ccccc1 (configuration not stated) the results were Arr AP2 block -8, DAGLB inh -1, MOR-DOR inv ag 20, HTR5A inv ctr -4, HTR5A ag 2, PKA-R1A activ -10, V-ATPase pHluor -2, Pemphigus Ab inh 104, MOR-DOR ag -4.0 and PKA-R2B act -3.
For CC(C)Oc1ccc(C(CC(=O)O)NC(=O)Cc2ccccc2)cc1 (configuration not stated) the results were Arr AP2 block -2, DAGLB inh 0, MOR-DOR inv ag 0, HTR5A inv ctr -2, HTR5A ag 0, PKA-R1A activ 4, V-ATPase pHluor -1, Pemphigus Ab inh 93, MOR-DOR ag 0.0 and PKA-R2B act 5.
For O=C(Nc1ccccc1C(F)(F)F)N1CCN(C(c2ccccc2)c2ccccc2)CC1 the results were Arr AP2 block -9, DAGLB inh -6, MOR-DOR inv ag -11, HTR5A inv ctr -10, HTR5A ag 4, PKA-R1A activ -2, V-ATPase pHluor 1, Pemphigus Ab inh 99, MOR-DOR ag 2.4 and PKA-R2B act -2.
Cc1ccc(N(C(=O)c2nsc(Cl)c2Cl)C(C(=O)NC2CCCC2)c2ccc(O)cc2)cc1C (configuration not stated) was read as Arr AP2 block 0, DAGLB inh -6, MOR-DOR inv ag -7, HTR5A inv ctr 13, HTR5A ag 0, PKA-R1A activ -9, V-ATPase pHluor 0, Pemphigus Ab inh 105, MOR-DOR ag 1.3 and PKA-R2B act -15.
CN(Cc1ccccc1)S(=O)(=O)c1ccc(Cl)c(C(=O)NCCCN2CCCC2=O)c1 was read as Arr AP2 block -7, DAGLB inh 1, MOR-DOR inv ag 5, HTR5A inv ctr -10, HTR5A ag 4, PKA-R1A activ -1, V-ATPase pHluor 5, MOR-DOR ag -0.9 and PKA-R2B act 1.
`COc1ccc(S(=O)(=O)Nc2ccc3c(c2)C(=O)N([C@H](C)CO)C[C@H](C)[C@@H](CN(C)C(=O)Nc2ccc(C(F)(F)F)cc2)OCCCC[C@H](C)O3)cc1` gave DAGLB inh -4, PKA-R1A activ -12, V-ATPase pHluor 0, Pemphigus Ab inh 99 and PKA-R2B act -8.
Screening COC(=O)c1cc(C(=O)N2CCOCC2)cc([N+](=O)[O-])c1 returned Arr AP2 block 15, DAGLB inh 0, MOR-DOR inv ag 1, HTR5A inv ctr -10, HTR5A ag 4, PKA-R1A activ 3, V-ATPase pHluor -3, Pemphigus Ab inh 103, MOR-DOR ag -0.1 and PKA-R2B act -11.
CC(=O)c1c(C)[nH]c(C(=O)Nc2ccc(Cl)c(S(=O)(=O)N(C)C)c2)c1C was read as Arr AP2 block -10, DAGLB inh 0, MOR-DOR inv ag -1, HTR5A inv ctr -4, HTR5A ag 2, PKA-R1A activ -8, V-ATPase pHluor 0, Pemphigus Ab inh 111, MOR-DOR ag 0.2 and PKA-R2B act 3.

2 consecutive records already listed:
Screening COC(=O)c1cc(C(=O)N2CCOCC2)cc([N+](=O)[O-])c1 returned Arr AP2 block 15, DAGLB inh 0, MOR-DOR inv ag 1, HTR5A inv ctr -10, HTR5A ag 4, PKA-R1A activ 3, V-ATPase pHluor -3, Pemphigus Ab inh 103, MOR-DOR ag -0.1 and PKA-R2B act -11.
CC(=O)c1c(C)[nH]c(C(=O)Nc2ccc(Cl)c(S(=O)(=O)N(C)C)c2)c1C was read as Arr AP2 block -10, DAGLB inh 0, MOR-DOR inv ag -1, HTR5A inv ctr -4, HTR5A ag 2, PKA-R1A activ -8, V-ATPase pHluor 0, Pemphigus Ab inh 111, MOR-DOR ag 0.2 and PKA-R2B act 3.

Continued:
Cc1ccc(-c2cc(-c3ccc(Cl)cc3)c(C#N)c(N)n2)o1 was read as Arr AP2 block 8, DAGLB inh 5, MOR-DOR inv ag -5, HTR5A inv ctr -2, HTR5A ag 1, PKA-R1A activ -3, V-ATPase pHluor 1, Pemphigus Ab inh 103, MOR-DOR ag 0.9 and PKA-R2B act -8.
`CN(CCc1ccccn1)C(=S)Nc1ccc(Cl)cc1Cl` gave Arr AP2 block -3, DAGLB inh 1, MOR-DOR inv ag -4, HTR5A inv ctr -2, HTR5A ag 1, PKA-R1A activ -5, V-ATPase pHluor 3, Pemphigus Ab inh 102, MOR-DOR ag 0.8 and PKA-R2B act 1.
`C/C(Cn1nnc([N+](=O)[O-])n1)=N\NC(=O)c1ccc(C)cc1` gave Arr AP2 block 5, DAGLB inh -3, MOR-DOR inv ag -13, HTR5A inv ctr 6, HTR5A ag -6, PKA-R1A activ 12, V-ATPase pHluor 1, Pemphigus Ab inh 99, MOR-DOR ag 2.4 and PKA-R2B act 0.
O=C(CN1CCC(NC(=O)c2ccc(F)cc2)CC1)NCc1ccccc1F was read as Arr AP2 block 28, DAGLB inh 0, MOR-DOR inv ag 3, HTR5A inv ctr -14, HTR5A ag 6, PKA-R1A activ 3, V-ATPase pHluor 1, Pemphigus Ab inh 100, MOR-DOR ag -0.5 and PKA-R2B act 3.
Screening COc1ccc(Cl)cc1NC(=O)CCn1cnc2ccccc2c1=O returned Arr AP2 block -11, DAGLB inh 0, MOR-DOR inv ag 1, HTR5A inv ctr -5, HTR5A ag 2, PKA-R1A activ -8, V-ATPase pHluor -5, Pemphigus Ab inh 112, MOR-DOR ag -0.3 and PKA-R2B act 6.
For Cc1cc(C)n(C(=O)COc2ccccc2C)n1 the results were Arr AP2 block 27, DAGLB inh -2, MOR-DOR inv ag -2, HTR5A inv ctr -26, HTR5A ag 3, PKA-R1A activ 11, V-ATPase pHluor -2, Pemphigus Ab inh 102, MOR-DOR ag 0.4 and PKA-R2B act 4.
Screening Cc1c(N(C)CS(=O)(=O)O)c(=O)n(-c2ccccc2)n1C returned Arr AP2 block -11, DAGLB inh 1, MOR-DOR inv ag 9, HTR5A inv ctr -11, HTR5A ag 0, PKA-R1A activ -8, V-ATPase pHluor -4, Pemphigus Ab inh 105, MOR-DOR ag -1.6 and PKA-R2B act -8.
`COc1ccc(C(=O)N2CCCC(c3nc(-c4cccs4)no3)C2)cc1OC` (configuration not stated) gave Arr AP2 block 10, DAGLB inh -1, MOR-DOR inv ag 14, HTR5A inv ctr 3, HTR5A ag 3, PKA-R1A activ -3, V-ATPase pHluor 3, Pemphigus Ab inh 99, MOR-DOR ag -2.6 and PKA-R2B act 2.
`CCOC(=O)C1=CNS(=O)(=O)NC1c1ccccc1` (configuration not stated) gave Arr AP2 block -8, DAGLB inh 1, MOR-DOR inv ag 18, HTR5A inv ctr 2, HTR5A ag -1, PKA-R1A activ -6, V-ATPase pHluor -1, Pemphigus Ab inh 100, MOR-DOR ag -3.6 and PKA-R2B act 5.
CC(=O)Nc1ccc(OCCC[n+]2cccc(C(=O)[O-])c2)cc1 was read as Arr AP2 block 4, DAGLB inh 1, MOR-DOR inv ag 15, HTR5A inv ctr -6, HTR5A ag 2, PKA-R1A activ -6, V-ATPase pHluor -5, Pemphigus Ab inh 102, MOR-DOR ag -2.9 and PKA-R2B act 7.
Screening COC(=O)c1ccc(CNC(=O)COC(=O)CNS(=O)(=O)c2ccc(C)cc2)cc1 returned DAGLB inh -1, PKA-R1A activ -2, Pemphigus Ab inh 99 and PKA-R2B act 10.
